MmCpn inh – M. maripaludis TRiC chaperonin inhibition; purified Mm-Cpn ATPase, ADP Transcreener TR-FRET; Potency, µM (doses to about 76.9 µM), without a hit: at the highest dose activity, negative = inhibition, usual class: inhibitors; hit rate 0.031% among 330,000; also: potency is read from the fitted curve at half-maximal effect; % is scaled to controls: 0 for no effect and ±100 for the full control effect; nearly all actives have a fitted effect of over 80% in size
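Purified archaeal chaperonin (25 nM final) was preincubated with compound for 10 min at 37°C, then ATP (10 uM final) was added for 30 min at 37°C in Tris pH 7.4/KCl/MgCl2/DTT buffer. ADP was quantified by HTRF Transcreener TR-FRET.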
Akt phos inh – blocks phosphorylation of Akt; Neuro2A IGF-stimulated pAkt S473 HTRF, 20 min; active compounds read low; AID 651550; activity change, % for hits at 50 µM; hit rate 0.32% among 360,000; in the data active = activity change below about -80%; inconclusive = mostly about -51% to -80%; also: % is scaled to controls: 0 for no effect and ±100 for the full control effect
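Single-point screen (50 µM final compound) in Neuro2A cells stimulated 20 min with 6 nM IGF at 37 deg C. After lysis, Ser473-phosphorylated Akt read by HTRF (ex 330 nm, em 615/665 nm) as the 665/615 ratio.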
CCT chaperon mod – changes cytosolic chaperonin activity. hit rate 0.3% among 360,000. purified chaperonin ATPase assay, HTRF ADP detection, 30 min. activity change, % (concentration not given with the values), hits read low. AID 651819; in the data active = activity change below about -30%; also: % is scaled to controls: 0 for no effect and ±100 for the full control effect
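First, chaperonin was dispensed at 40 nM or 20 nM final depending on batch activity. Next, compounds were pinned at 76 uM and ATP added at 10 uM. After 30 min at 37 °C, ADP detection reagents ran 30 min at ambient temperature.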
EPAC2 antag – antagonists of human EPAC2; AID 720708; EPAC2 GEF exchange of Rap1B-BODIPY-GDP, fluorescence; Q8WZA2; hit rate 0.18% among 360,000; Potency, µM (top dose mostly 114 µM), without a hit: at the highest dose activity, negative = inhibition, actives largely listed as inhibitors; also: potency is read from the fitted curve at half-maximal effect; % is scaled to controls: 0 for no effect and ±100 for the full control effect; nearly all actives have a fitted effect of over 45% in size; many of its hits are not listed in these tables
Target sequence (Q8WZA2 whole entry, looked up): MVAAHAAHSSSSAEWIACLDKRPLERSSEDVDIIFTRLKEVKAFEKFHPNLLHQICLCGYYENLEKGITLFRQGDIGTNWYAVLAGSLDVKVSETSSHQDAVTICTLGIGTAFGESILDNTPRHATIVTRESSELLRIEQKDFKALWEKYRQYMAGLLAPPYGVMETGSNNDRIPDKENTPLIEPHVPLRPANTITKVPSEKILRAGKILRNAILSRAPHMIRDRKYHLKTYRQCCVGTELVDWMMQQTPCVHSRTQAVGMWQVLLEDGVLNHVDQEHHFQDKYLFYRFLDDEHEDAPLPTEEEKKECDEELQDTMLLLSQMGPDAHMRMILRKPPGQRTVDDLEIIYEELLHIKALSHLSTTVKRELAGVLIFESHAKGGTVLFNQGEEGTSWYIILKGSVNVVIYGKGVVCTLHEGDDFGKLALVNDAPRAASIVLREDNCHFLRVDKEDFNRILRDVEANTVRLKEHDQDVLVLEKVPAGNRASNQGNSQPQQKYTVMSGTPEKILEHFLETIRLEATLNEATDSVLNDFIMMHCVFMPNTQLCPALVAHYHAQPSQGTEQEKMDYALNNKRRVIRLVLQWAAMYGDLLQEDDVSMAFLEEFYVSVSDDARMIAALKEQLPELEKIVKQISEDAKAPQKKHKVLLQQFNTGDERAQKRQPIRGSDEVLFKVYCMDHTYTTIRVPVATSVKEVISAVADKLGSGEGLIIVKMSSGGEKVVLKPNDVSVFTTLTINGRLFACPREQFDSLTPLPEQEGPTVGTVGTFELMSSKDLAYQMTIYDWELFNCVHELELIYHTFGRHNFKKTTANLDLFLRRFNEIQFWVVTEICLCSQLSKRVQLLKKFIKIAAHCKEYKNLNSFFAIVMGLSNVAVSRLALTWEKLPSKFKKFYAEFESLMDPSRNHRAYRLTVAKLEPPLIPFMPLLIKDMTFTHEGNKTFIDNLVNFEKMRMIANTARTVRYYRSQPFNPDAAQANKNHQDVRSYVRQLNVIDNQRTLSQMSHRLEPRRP
DRD3 agonist – activates the human D3 dopamine receptor; P35462; D3R DiscoveRx beta-arrestin cells, luminescence, 90 min; max activation, %; hit rate 0.58% among 410,000; AID 652048; in the data active = max activation above about 30%; also: 0% is about no effect; mostly tested at two doses, the higher about 12 µM
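Agonist-mode cell screen: cells plated at 1500/well and incubated overnight at 37 °C, then exposed to library compounds for 90 min at 37 °C. Detection reagent was added for 30–60 min at room temperature, and luminescence was read.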
PTHR1 agonist – activates the human parathyroid hormone receptor PTHR1; Q03431; HEK293 GP2 PTHR1 cells, GloSensor cAMP luminescence, 1 h; Potency, µM (top dose mostly 115 µM), for inactives: top-dose activation, most hits filed as activators; hit rate 0.075% among 410,000; also: potency is read from the fitted curve at half-maximal effect; nearly all actives have a fitted effect of over 55% in size; some results filed as inactive show a strong effect at the top dose; inactives centre near -15; many of its hits are not listed in these tables
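HEK-293-derived GP2 cells expressing PTHR1 and a GloSensor cAMP reporter, 3,000/well, plated overnight, given luciferin plus IBMX (each 0.5 mM as added) for 1 h at 37 °C, then compound for 1 h at 37 °C. Luminescence was read after 15 min at room temperature.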
D3 antag – D3 dopamine receptor (human) antagonism. P35462. D3R cells, DiscoveRx beta-arrestin luminescence, antagonist mode; active compounds read low. max response, negative = inhibition, %. hit rate 2.5% among 360,000; in the data active = max response below about -50%; inconclusive = no clear call, values can overlap the other calls; also: % is scaled to controls: 0 for no effect and ±100 for the full control effect; mostly tested at two doses, the higher about 12 µM
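Cells plated overnight at 1500 cells/well, then exposed to library compounds with dopamine controls for 90 minutes at 37 degrees C. DiscoveRx reagent added for 30–60 minutes at room temperature; luminescence read, quantitative HTS format.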
EPAC2 ag – EPAC2 (human) agonism | Q8WZA2 | EPAC2 activation, biochemical qHTS; response scale: 100% = 6.5 mM cAMP response | AID 720711 | Potency, µM (titrated, usually from 154 µM), without a hit: at the top dose activation, most hits filed as activators | hit rate 0.079% among 360,000; also: potency is read from the fitted curve at half-maximal effect; nearly all actives have a fitted effect of over 50% in size
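Each well held 100 nM EPAC2, 250 nM RAP1B-BODIPY-GDP and 50 uM GDP. Fluorescence, read at 5-min intervals to 30 min, was referenced to a 6.5 mM cAMP positive control.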
The depositor's hits bear a star; i = inactive; ? = inconclusive; . = no result given; [ ] = another dose, or the depositor's remark. Unless noted, calls follow the shape of the dose curve; as a rule, active = well fitted curve in the direction sought with a large enough effect; inconclusive = small, poorly fitted or top-dose-only effect, or another doubt; inactive = no such curve, though single readings can be large; an effect the other way counts as inactive or inconclusive. An excerpt; the hit share may differ from the screen's.

Compound | MmCpn inh | Akt phos inh | CCT chaperon mod | EPAC2 antag | DRD3 agonist | PTHR1 agonist | D3 antag | EPAC2 ag
CCOC(=O)C1C(c2ccccc2)C(C(=O)OCC)C1c1ccccc1 (stereo not given) | 0.7% | i | 1.6 | 5.4% | 1.5 | i | 5.2 | 8.3%
CC(=O)Nc1ccc(C(=O)OCC(=O)Nc2ccc(S(=O)(=O)N3CCOCC3)cc2)cc1 | 1.5% | i | -0.2 | 6.6% | -1.2 | i | -8.6 | 5.9%
O=S(=O)(Nc1nccs1)c1ccc(NS(=O)(=O)c2c(F)cc(F)c(Cl)c2F)cc1 | 0.7% | i | -6.9 | -9.2% | 0.8 | i | 7.0 | 6.3%
Cn1c(CO)cnc1SCc1ccc([N+](=O)[O-])cc1 | -0.6% | i | -2.4 | -4.1% | -8.5 | i | -23.2 | 9.9%
COc1ccc(NC2CC(=O)N(C)C2=O)cc1 (stereo not given) | -1.8% | i | 0.6 | -0.3% | -0.4 | i | 0.2 | 6.0%
Cc1nc(SCC(=O)c2ccc(F)cc2)c([N+](=O)[O-])[nH]1 | -2.3% | i | -2.7 | 12.3% | -5.1 | -16.1%[57.5 µM] | 18.7 | -3.4%
CCCc1cc(=O)c2c(O)cccc2o1 | 0.5% | i | 1.0 | -2.0% | -9.4 | i | -1.3 | 0.4%
Cc1cc(C)c2c(=O)cc(C(F)F)oc2c1 | -2.2% | i | 0.4 | 2.2% | -0.1 | i | 15.4 | -10.4%
CC(=O)NC1(C(F)(F)F)NC(=O)N(c2ccc(F)cc2)C1=O (stereo not given) | 2.3% | i | -1.9 | 5.2% | 2.2 | i | 1.1 | -1.0%
COc1cc(C(=O)NCC(=O)Nc2c(C)cccc2C)ccc1OCC(=O)N1CCOCC1 | -0.2% | i | 0.2 | -5.8% | -1.3 | i | 10.0 | 7.8%
Cc1ccc(-n2nc3c(c2NC(=O)C2CC2)CS(=O)(=O)C3)cc1 | 3.5% | i | -0.3 | 3.0% | -0.5 | -7.3% | -6.3 | 10.1%
Cc1cc(NC(=O)CSc2nnc(-c3c[nH]c4ccccc34)n2-c2ccc(F)cc2)no1 | 2.1% | i | -0.6 | 12.9% | -3.9 | i | -26.4 | -11.8%
O=C(NC1CCCCC1)C(c1ccncc1)N(C(=O)c1csnn1)c1ccc(F)cc1 (stereo not given) | 1.9% | i | 0.3 | 0.5% | -0.9 | ? | -7.4 | 9.4%
O=[N+]([O-])CC(c1ccccc1)c1c[nH]c2ccccc12 (stereo not given) | . | i | 0.0 | ? | -3.9 | -26.1% | -2.3 | 18.2%
O=C(COC(=O)c1ccc(O)cc1)NCC1COc2ccccc2O1 (stereo not given) | -1.0% | i | 0.6 | -6.6% | -5.9 | i | -4.9 | 4.7%
COc1ccc(Cc2nnc(NC(=O)c3cccs3)s2)cc1 | 0.6% | i | 0.4 | 16.4%[57.1 µM] | -1.7 | -4.4%[57.5 µM] | -22.0 | 0.0%
C[C@@H]1O[C@@H](O[C@H]2[C@H](O[C@H]3C[C@]4(C)C(C[C@@H](O)C5C([C@]6(C)CC[C@@H](C(C)(C)O)O6)CC[C@]54C)[C@@]4(C)CC[C@H](O)C(C)(C)C34)O[C@H](CO)[C@@H](O)[C@@H]2O)[C@H](O)[C@H](O)[C@H]1O (stereo not given in full) | 0.4% | i | -2.5 | -0.6% | 3.1 | -21.3% | ? | 5.4%
O=C1CN(C(=O)CSc2nc3c(cnn3-c3ccccc3)c(=O)[nH]2)c2ccccc2N1 | -0.5% | i | 0.9 | 8.2% | -12.7 | i | 0.0 | -7.4%
COc1ccc(OC)c(N=C(N)N=C(N)N)c1 | -2.8% | i | -0.5 | 2.5% | -5.6 | 3.1% | -19.4 | 14.2%
COc1ccc(S(=O)(=O)N(C)CC(=O)Nc2cccc(C(C)=O)c2)cc1C | . | i | -1.3 | -8.6% | -6.3 | 4.4%[57.5 µM] | -25.4 | -1.5%
Cc1nnc2n(-c3ccccc3)c(=O)c3c4c(sc3n12)COC(C)(C)C4 | 0.5% | i | 0.5 | 17.3% | 18.5 | i | 0.0 | 2.6%
CCOC(=O)[C@]12CCCC=C1N(Cc1cccc3ccccc13)C(=O)[C@H](CC(=O)NCc1cccc3ccccc13)C2 | . | i | -0.2 | 8.1% | -0.8 | -2.3% | 18.6 | 9.4%
C/C(=C/CCC(C)(O)C1CC[C@@]2(C)[C@@H]3CC=C4[C@@H](CC[C@H](O[C@H]5O[C@@H](CO)[C@H](O)[C@@H](O)[C@@H]5O)C4(C)C)[C@]3(C)C(=O)C[C@]12C)CO[C@@H]1O[C@H](CO)[C@@H](O)[C@H](O)[C@H]1O (stereo not given in full) | -0.6% | i | -13.9 | -6.4% | 2.8 | i | 34.6 | -1.4%
CCOc1ccc2nc(N(Cc3ccccc3)C(=O)CCNC(C)=O)sc2c1 | 2.7% | i | -3.4 | -1.5% | 1.0 | i | 13.4 | -4.6%
CCCC1CC(C(=O)NC(C(C)Cl)C2OC(SC)C(O)C(O)C2O)N(C)C1 (stereo not given) | 0.8% | i | -1.3 | -6.9% | 9.1 | -28.2% | 36.0 | -4.6%
COc1ccc(CNC(=O)[C@@H]2CC=C[C@@H]3CCN(Cc4ccc(Cl)c(Cl)c4)C(=O)[C@@H]32)cc1 | . | i | -1.4 | 6.7% | -13.9 | -55.5%[inhibitor] | 0.0 | 3.2%
O=S(=O)(c1ccccc1)N(CC(O)CN1CCOCC1)c1ccccc1 (stereo not given) | 2.1% | i | 1.3 | -0.7% | 1.5 | i | 0.0 | 3.2%
O=C(Nc1ccc(Cl)cn1)Nc1ccc(Cl)cn1 | 0.8% | i | 0.4 | 11.5% | 0.5 | i | 0.6 | 6.4%
O=C(COc1ccccc1-c1ccccc1)NCc1ccco1 | 1.6% | i | -0.4 | ? | 9.0 | -12.3% | -4.8 | 17.8%
O=[N+]([O-])c1ccc(Sc2cccc3cccnc23)c([N+](=O)[O-])c1 | 0.7% | i | -0.8 | -5.5% | -12.9 | i | -54.6* | 11.3%
CN1CCN(C(=O)C2=C[C@@H](C3CCCCC3)C[C@@H](OCc3ccc(CO)cc3)O2)CC1 | . | i | -2.2 | -6.2% | -18.1 | -2.3% | -23.9 | -1.4%
CCCCCC(=O)NC(=S)Nc1ccc(Cl)cn1 | 2.6% | i | -2.5 | -1.9% | -3.4 | -45.4% | ? | 5.5%
COc1cccc(C2CC(c3ccc(Cl)cc3Cl)Nc3nc(N)nn32)c1 (stereo not given) | -0.5% | i | 1.5 | 2.4% | -12.3 | i | -19.3 | 3.9%
COCCCn1c(SCC(=O)Nc2ccccc2F)nnc1-c1ccoc1C | -1.6% | i | 0.2 | 13.8% | -3.2 | i | 8.6 | 15.0%
COc1ccc(CCNC(=O)/C=C/c2ccc(OC)c(S(=O)(=O)N3CCOCC3)c2)cc1 | 0.1% | i | -1.7 | ? | -0.4 | 18.7% | -9.0 | 11.4%
C=CCNC(=O)c1cc(-c2ccccc2)sc1N | . | i | . | -16.4% | -2.0 | -4.2% | -8.7 | 1.9%
N#Cc1c(N)nc2c(c1N)CC(COc1ccccc1)O2 (stereo not given) | 0.5% | i | -1.6 | -1.2% | -3.5 | i | 18.8 | 2.6%
O=C(CN1C(=O)COc2ccc(S(=O)(=O)N3CCCC3)cc21)NCc1ccccn1 | 0.3% | i | -3.9 | 2.7% | -5.9 | -2.5% | -9.8 | 9.2%
COc1ccc(CC(=O)OCC(=O)c2ccc(S(=O)(=O)N3CCCCC3)cc2)cc1 | -6.5% | i | -3.4 | 0.8% | 3.5 | -28.3% | 1.9 | 3.3%
CC(c1ccco1)N(C(=O)c1ccccc1NS(=O)(=O)c1cccc([N+](=O)[O-])c1)c1ccccn1 (stereo not given) | -0.6% | i | 1.9 | -9.9% | 15.9 | -35.6%[inhibitor] | -7.8 | -3.8%
CCOC(=O)C(C(=O)NCc1cccc(OC)c1)c1ncc(C(F)(F)F)cc1Cl (stereo not given) | 0.5% | i | 0.0 | 11.5% | 4.0 | i | -3.4 | -5.9%
CN(CC(=O)Nc1cccc(F)c1)C(=O)CN1C(=O)NC2(CCCC2)C1=O | 0.4% | i | -1.2 | 8.1% | 3.9 | i | 8.6 | 1.3%
N/C(=N\OC(=O)c1ccc(=O)n(Cc2ccc(Cl)cc2)c1)c1ccccn1 | 1.2% | i | 2.2 | 4.3%[57.1 µM] | -1.1 | -2.9% | 8.5 | 8.1%
CC(=O)Nc1ccc(NC(=O)c2oc3cc(C)c(C)cc3c2C)cc1 | -7.6% | i | -2.8 | 6.2% | -2.9 | i | -7.0 | 3.6%
CCc1ccc(N(C(=O)c2csnn2)C(C(=O)NC(C)(C)CC)c2ccccn2)cc1 (stereo not given) | -14.2% | i | -1.9 | -27.4% | 1.7 | i | -8.3 | 1.7%
CCOC(=O)c1c(-c2cccc(C)c2)csc1NC(=O)c1c(-c2ccccc2)noc1C | -8.6% | i | -17.1 | 7.5% | 0.4 | i | 14.0 | -10.8%
CCn1c2ccc(OC)cc2c2nc3ccccc3nc21 | -5.7% | i | -1.9 | 11.4% | 6.0 | i | 44.3 | 0.5%
N#CC(C(=O)Nc1ccccc1)=C1CCCCC1 | 0.9% | i | -1.3 | -1.3% | 5.9 | -0.4% | 8.7 | 2.4%
CCOC(=O)C(C)Sc1nc(-c2ccccc2)nc2ccccc12 (stereo not given) | -0.1% | i | 1.6 | ? | 6.1 | -21.7% | 11.4 | 1.0%
O=C(CCCCCn1c(SCC(=O)c2ccccc2)nc2ccccc2c1=O)NCc1ccco1 | -5.7% | . | -0.9 | -6.7% | 8.8 | -95.3% | 22.6 | 7.9%
Cc1cc(Cl)c(OCCOCCN2CCCCC2)c(Br)c1 | -1.1% | i | -2.3 | -3.2% | -34.3 | i | ? | 20.0%
CC1CCN(C(=O)CN2C(=O)NC3(CCC(C)CC3)C2=O)CC1 (stereo not given) | -1.6% | i | -3.5 | 6.8% | 4.5 | i | 3.1 | 5.7%
